Screens: PubChem BioAssay, National Center for Advancing Translational Sciences (NCATS)
TDP-43 yeast inh: rescues yeast growth from TDP-43 toxicity. TDP-43 expressing yeast growth rescue, BacTiter-Glo, 24 h. Potency, µM (top dose mostly 46.1 µM), for inactives: at the top dose growth rescue (activation), hits mostly activators. hit rate 1.8% among 410,000. AID 652104; note: potency is the fitted concentration of half-maximal effect; % of control where 0% means no effect; nearly all actives have a fitted effect of over 50% in size
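Galactose-induced TDP-43 yeast, OD600=0.02, compound pinned; 24 hr, 30 deg C; BacTiter-Glo luminescence for growth. Inhibitors of TDP-43 toxicity read as activators.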
MmCpn inh: M. maripaludis TRiC chaperonin inhibition; purified Mm-Cpn ATPase, ADP Transcreener TR-FRET; Potency, µM (series often up to 76.9 µM), inactives show at the highest dose activity, negative = inhibition, hits mostly inhibitors; hit rate 0.031% among 330,000; note: potency is the fitted concentration of half-maximal effect; % is set by controls: 0 for no effect and ±100 for the full control effect; nearly all actives have a fitted effect of over 80% in size
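ATPase read-out: TR-FRET ADP immunoassay (anti-ADP Eu cryptate vs ADP-d2), ex 320 nm, em 590/665 nm; signal drops as ADP forms. Enzyme 25 nM, ATP 10 uM, 30 min at 37°C after 10 min compound preincubation.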
Abeta rescue: restores growth of yeast expressing A-beta42 peptide; Potency, µM (titrated, usually from 46.1 µM), for the others: at the highest dose growth rescue, usual class: activators; yeast expressing A-beta42, growth rescue, OD600, 48 h; response scale: 0% DMSO, 100% iron-clioquinol control; hit rate 0.063% among 410,000; note: potency is the fitted concentration of half-maximal effect; nearly all actives have a fitted effect of over 55% in size
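Growth rescue measured by 600 nm absorbance after 48 h yeast culture at 30 C with compound. Values normalized between DMSO and an equimolar ferric chloride plus clioquinol control.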
HEK293 tox: cytotoxicity counter-screen for GLP-1 receptor inverse agonists; AID 624418; HEK293 cAMP-luciferase reporter cells, luminescence, 24 h; Potency, µM (titrated, usually from 38.3 µM), without a hit: at the highest dose activity change, negative = inhibition, hits mostly inhibitors; hit rate 0.13% among 410,000;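 note: loss of luciferase light is scored as toxicity; potency is the fitted concentration of half-maximal effect; % is set by controls: 0 for no effect and ±100 for the full control effect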
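Luminescence readout: signal drop marks cytotoxicity. Plated cells grew 12 h at 37 °C, 5% CO2, received 23 nL compound for 24 h, then got luciferase reagent, read after 12 min at RT.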
FUS suppressor: FUS proteinopathy suppression in yeast. Potency, µM (titrated, usually from 76.6 µM), for the others: top-dose growth rescue (activation), hits mostly activators. hit rate 0.24% among 390,000. AID 1347120. S. cerevisiae FUS-expressing, growth rescue, OD600, 24 h;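 note: potency is the fitted concentration of half-maximal effect; plate controls were DMSO vehicle for no effect and reference control for full effect; nearly all actives have a fitted effect of over 55% in size; some results filed as inactive show a strong effect at the top dose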
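Quantitative HTS measuring growth restoration of FUS-toxic yeast. Galactose-induced cells (OD 0.005) were exposed 24hr at 30C to compounds at several concentrations, then absorbance at 600 nm was recorded.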
PTHR1 agonist: agonists of human PTHR1 parathyroid hormone receptor | hit rate 0.075% among 410,000 | Potency, µM (titrated, usually from 115 µM), inactives show top-dose activation, actives largely listed as activators | HEK293 GP2 PTHR1 cells, GloSensor cAMP luminescence, 1 h; note: potency is the fitted concentration of half-maximal effect; nearly all actives have a fitted effect of over 55% in size; some results filed as inactive show a strong effect at the top dose; inactives centre near -15; many of its hits are not listed in these tables
Target sequence (Q03431 whole entry, looked up): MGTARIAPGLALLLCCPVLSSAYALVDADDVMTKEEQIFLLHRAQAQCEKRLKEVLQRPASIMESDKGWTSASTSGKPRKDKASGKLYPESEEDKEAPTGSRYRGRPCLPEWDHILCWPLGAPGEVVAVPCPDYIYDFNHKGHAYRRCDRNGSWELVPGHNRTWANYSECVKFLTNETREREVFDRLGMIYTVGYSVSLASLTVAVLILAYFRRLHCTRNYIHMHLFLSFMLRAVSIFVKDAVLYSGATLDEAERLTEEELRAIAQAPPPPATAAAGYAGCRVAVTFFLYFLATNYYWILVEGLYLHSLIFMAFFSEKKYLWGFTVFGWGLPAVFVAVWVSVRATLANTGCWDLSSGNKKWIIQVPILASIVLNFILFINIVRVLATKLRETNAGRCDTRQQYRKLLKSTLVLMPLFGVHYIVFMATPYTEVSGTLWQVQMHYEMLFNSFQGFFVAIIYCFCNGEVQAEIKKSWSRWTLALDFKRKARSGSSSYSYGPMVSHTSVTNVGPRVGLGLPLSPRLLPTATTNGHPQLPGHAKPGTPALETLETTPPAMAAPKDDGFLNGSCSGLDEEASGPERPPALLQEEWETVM
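HEK-293-derived GP2 cells expressing PTHR1 and a GloSensor cAMP reporter, 3,000/well, plated overnight, given luciferin plus IBMX (each 0.5 mM as added) for 1 h at 37 °C, then compound for 1 h at 37 °C. Luminescence was read after 15 min at room temperature.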
aSyn yeast inh: inhibitors of alpha-synuclein toxicity in yeast | Yeast expressing alpha-synuclein, growth rescue, BacTiter-Glo, 24 h | Potency, µM (top dose mostly 46.1 µM), without a hit: top-dose growth rescue (activation), most hits filed as activators | hit rate 0.14% among 370,000 | AID 652106; note: potency is the fitted concentration of half-maximal effect; % of control where 0% means no effect; nearly all actives have a fitted effect of over 65% in size
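Screening used galactose-induced yeast with toxic alpha-synuclein levels, exposed to compound for 24 hr at 30 deg C. Cell growth, read with BacTiter-Glo luminescence, gave the measured signal.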
pAkt inh: Akt phosphorylation inhibition; hit rate 0.32% among 360,000; Neuro2A IGF-stimulated pAkt S473 HTRF, 20 min; hits give low values; activity change, % for hits at 50 µM; in the data active = activity change below about -80%; inconclusive = mostly about -51% to -80%; note: % is set by controls: 0 for no effect and ±100 for the full control effect
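Neuro2A cells in DMEM with 0.5% FBS, overnight at 37 deg C, given compound at single 50 µM final, then IGF (6 nM final) for 20 min at 37 deg C. Lysed; phospho-Akt Ser473 by HTRF after 24 h, 665/615 ratio.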
GLP1R inv ag: acts as inverse agonist at human GLP-1 receptor; AID 624417; HEK293 GLP-1R CRE-luciferase, luminescence, 24 h; GLP-1R form is constitutively active; P43220; Potency, µM (series often up to 38.3 µM), inactives show at the highest dose activity change, negative = inhibition, actives largely listed as inhibitors; hit rate 1.6% among 410,000; note: potency is the fitted concentration of half-maximal effect; % is set by controls: 0 for no effect and ±100 for the full control effect; nearly all actives have a fitted effect of over 55% in size
Target sequence (P43220 whole entry, looked up): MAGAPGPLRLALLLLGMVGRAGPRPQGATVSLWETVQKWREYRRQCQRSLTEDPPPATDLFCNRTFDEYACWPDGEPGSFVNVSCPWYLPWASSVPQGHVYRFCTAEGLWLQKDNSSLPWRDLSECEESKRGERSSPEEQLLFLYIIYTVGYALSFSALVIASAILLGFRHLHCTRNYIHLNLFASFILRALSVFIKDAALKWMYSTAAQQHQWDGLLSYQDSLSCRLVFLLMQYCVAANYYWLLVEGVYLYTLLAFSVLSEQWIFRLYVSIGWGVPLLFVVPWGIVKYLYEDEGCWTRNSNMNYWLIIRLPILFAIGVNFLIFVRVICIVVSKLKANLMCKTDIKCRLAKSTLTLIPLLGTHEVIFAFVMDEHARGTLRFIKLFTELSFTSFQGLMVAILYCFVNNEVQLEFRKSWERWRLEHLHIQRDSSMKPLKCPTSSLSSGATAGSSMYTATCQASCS
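qHTS in 1536-well format: reporter HEK293 cells expressing constitutive GLP-1R activity in DMEM + 10% Nu serum, 24 hr with compounds at 37 deg C, luminescence read after 12 min with detection reagent.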
* hit, by the source's call; i = inactive; ? = inconclusive; . = not tested or not shown; [ ] = another dose, or the depositor's remark. Unless noted, calls come from the whole dose curve; as a rule, active = well fitted curve in the direction sought with a large enough effect; inconclusive = small, poorly fitted or top-dose-only effect, or another doubt; inactive = no such curve, though single readings can be large; an effect the other way counts as inactive or inconclusive. A portion of the library; the hit share may differ from the screen's.

Second line of a record: GLP1R inv ag | HEK293 tox | pAkt inh | Abeta rescue | TDP-43 yeast inh | PTHR1 agonist | MmCpn inh | FUS suppressor | aSyn yeast inh
O=C(c1cccnc1)N1CCN(C(=O)c2ccccc2F)CC1
  -5% | 11% | i | 2% | 11% | i | -1% | -16% | -9%
COc1ccc(-c2c3c(=O)n(C)c(=O)n(C)c3c3n2-c2ccccc2NC3c2ccccc2OC)cc1 (stereo not given)
  4% | -4% | . | -19% | 8% | -17% | . | 33% | .
COc1ccc(S(=O)(=O)N2CCc3ccccc32)cc1C(=O)OCc1c(C)noc1C
  ? | -5% | i | -3% | -38%[inhibitor] | -17% | 4% | 27% | -10%
CCCCOc1ccc(C(=O)Nc2ccc(N3CCN(C)CC3)cc2)cc1
  -14% | -3% | i | -7% | -16% | -1% | 0% | 26% | -2%
CC(C)c1ccc(NC(=O)Nc2nnc([C@H]3C[C@H](O)[C@@H](CO)O3)s2)cc1
  25% | 4% | i | -7% | 0% | -12% | . | -5% | 11%
O=C(NNC1CC(=O)N(c2ccc(Br)cc2)C1=O)c1ccccn1 (stereo not given)
  -19% | 0% | i | 8% | -10%[0.397 µM] | i | 3% | 29% | -1%
C=CCn1c(NC(C)c2cc(Cl)ccc2O)nc2ccccc21 (stereo not given)
  ? | -23% | i | -2% | 0% | -42%[inhibitor] | -23% | -8% | -1%
CCOc1ccc(NS(=O)(=O)c2ccc(C(=O)NCc3ccccn3)cc2)cc1
  12% | 9% | i | 0% | -7% | i | 3% | 8% | 4%
Nc1c(C2CCCCC2)c(=O)on1C(=O)c1ccccc1
  1% | -9% | i | -37%[inhibitor] | -10% | i | . | 21% | -21%
COC(=O)c1cc2sc(C)cc2n1Cc1ccccc1
  -15% | -5% | . | -5% | 0% | i | . | -9% | .
CC1(NC(=O)Cc2c(F)cccc2Cl)CCS(=O)(=O)C1 (stereo not given)
  0% | 7% | i | -2% | -2% | i | -7% | -17% | 1%[1.84 µM]
Cc1ccc(NC(=O)COC(=O)CN2C(=O)NC3(CCCC3)C2=O)cc1S(=O)(=O)N(C)C
  22% | -8% | i | 4% | 25% | -16% | 1% | -36% | 0%
CCCC(=O)Nc1nnc(SCC)s1
  2% | 2% | i | -11% | -30% | -15% | -2% | . | -1%
C/C(=N\NC(=O)c1sccc1C)c1ccncc1
  18% | -3% | i | 5% | 7% | -14% | 2% | -20% | -9%
CCOc1ccc(C(C)=O)cc1COC(=O)c1cnc(Cl)c(Cl)c1
  44%[activator] | ? | i | 2% | 13% | -21% | -2% | 5% | 0%
O=C(O)CCCNC(=O)OCc1ccccc1
  2% | 1% | i | -12% | -8% | -4% | -1% | 22% | -1%
O=C(CSCCO)Nc1cccc([N+](=O)[O-])c1
  20% | -1% | i | -24% | 0% | -20% | 1% | 12% | -1%
Brc1nnc2n1-c1ccccc1Sc1ccccc1-2
  ? | -3% | i | -32% | 25% | i | 2% | 17% | 0%
CN(C)c1ccc(/C=C/CNC[C@H]2O[C@@H](n3ccc(N)nc3=O)[C@H](O)[C@@H]2O)cc1
  16% | 20% | i | 4% | 0% | -3% | . | -4% | -2%
CC(C)(C)NC(=O)C[C@H]1C[C@H](C(=O)N2CCCCC2)[C@@]2(C)c3[nH]c4ccc(Cl)cc4c3CCN2C1=O
  -4% | 0% | i | 3% | -14% | 12% | 0% | ? | 10%
Cc1cccc(C2Nc3ccccc3C(=O)N2CCc2ccccc2)n1 (stereo not given)
  0% | -26% | i | -32%[inhibitor] | 0% | -22% | -1% | -3% | 4%
CCOc1ccc(/C(C)=N/NC(=O)c2nnn(-c3nonc3N)c2-c2cccs2)cc1
  0% | -15% | i | -19% | 15% | 0% | 2% | 10% | -4%
CCCC(C(=O)O)n1c(O)c(C=C2N=c3ccccc3=N2)sc1=S (stereo not given)
  15% | -17% | i | -9% | -13% | -24% | -14% | 31% | -4%
CCOC(=O)CNC(=O)CSc1nc2cccnc2n1C1CCCCC1
  21% | -10% | i | -7% | 6% | -7%[57.5 µM] | 1% | 3% | -8%
CCc1ccc(N2CCN(S(=O)(=O)CC34CCC(CC3=O)C4(C)C)CC2)cc1 (stereo not given)
  -27% | -3% | i | -2% | -20% | -27% | -3% | 13% | -1%
Cc1ncc([N+](=O)[O-])n1CC(=O)NC1CCCC1
  20% | -21% | i | 16% | -3% | i | 2% | -20% | 0%
COc1ccc(CCN=C(N)NS(=O)(=O)c2ccc(C)c(C)c2)cc1
  7% | -5% | i | 2% | -5% | -6% | -1% | 9% | -1%
O=C(Nc1ccc(O)c(-c2nc3ccccc3s2)c1)C1=COCCO1
  1% | 10% | i | -17% | 14% | -86%[inhibitor] | -6% | 17% | 2%
Cn1c(=O)c2c(nc(Oc3ccccc3Br)n2C)n(C)c1=O
  1% | -1% | i | -5% | 24% | i | -7% | 4% | 3%
CSc1ccccc1C(=O)Nc1ccc(C)c(C)c1
  0% | 4% | i | -17% | -15% | i | -2% | 2% | -16%

4 entries from above, with each value named:
CCc1ccc(N2CCN(S(=O)(=O)CC34CCC(CC3=O)C4(C)C)CC2)cc1 (stereo not given)
- GLP1R inv ag: -27%
- HEK293 tox: -3%
- pAkt inh: i
- Abeta rescue: -2%
- TDP-43 yeast inh: -20%
- PTHR1 agonist: -27%
- MmCpn inh: -3%
- FUS suppressor: 13%
- aSyn yeast inh: -1%
Cc1ncc([N+](=O)[O-])n1CC(=O)NC1CCCC1
- GLP1R inv ag: 20%
- HEK293 tox: -21%
- pAkt inh: i
- Abeta rescue: 16%
- TDP-43 yeast inh: -3%
- PTHR1 agonist: i
- MmCpn inh: 2%
- FUS suppressor: -20%
- aSyn yeast inh: 0%
COc1ccc(CCN=C(N)NS(=O)(=O)c2ccc(C)c(C)c2)cc1
- GLP1R inv ag: 7%
- HEK293 tox: -5%
- pAkt inh: i
- Abeta rescue: 2%
- TDP-43 yeast inh: -5%
- PTHR1 agonist: -6%
- MmCpn inh: -1%
- FUS suppressor: 9%
- aSyn yeast inh: -1%
O=C(Nc1ccc(O)c(-c2nc3ccccc3s2)c1)C1=COCCO1
- GLP1R inv ag: 1%
- HEK293 tox: 10%
- pAkt inh: i
- Abeta rescue: -17%
- TDP-43 yeast inh: 14%
- PTHR1 agonist: -86%[inhibitor]
- MmCpn inh: -6%
- FUS suppressor: 17%
- aSyn yeast inh: 2%

Later entries:
Second line of a record: GLP1R inv ag | HEK293 tox | pAkt inh | Abeta rescue | TDP-43 yeast inh | PTHR1 agonist | MmCpn inh | FUS suppressor | aSyn yeast inh
CSc1nn(Cc2ccc(C)cc2)c(N)c1S(=O)(=O)c1ccccc1
  ? | -2% | . | 16% | ? | -33%[inhibitor] | . | 31% | .
c1ccc(OCCN2CCN(Cc3nc(-c4ccc5c(c4)OCO5)no3)CC2)cc1
  ? | 3% | i | -8% | 3% | -32%[inhibitor] | -3% | -8% | -2%
COc1ccccc1-n1cc(C(=O)NCC(=O)N2CCN(Cc3ccccc3)CC2)c2ccccc2c1=O
  -15% | ? | i | -2% | 15% | i | 0% | 13% | 2%
CC(C)C[C@H]1COc2cc(N3CC[C@@H](O)C3)ccc2S(=O)(=O)N1
  -10% | 1% | i | -6% | 20% | -18% | . | -10% | -6%
NC(=O)COc1ccc(/C=N\NC(=O)CC(=O)NCCc2ccccc2)cc1
  31%[activator] | 2% | i | -11% | 5% | i | 0% | 22% | 0%
Cc1ccccc1C(=O)NC(NCc1ccco1)C(Cl)(Cl)Cl (stereo not given)
  0% | 13% | i | 7% | ? | i | 1% | 12% | -1%
O=C1CSC(=S)N1N=C1CCCCCC1
  -3% | -3% | i | -24% | -14% | 1% | 0% | 34% | -17%
COc1cccc(CNc2nc3nc(C)c(Cl)c(=O)n3[nH]2)c1
  3% | -5% | i | -2% | 12% | i | 2% | 11% | -3%
CC(Cc1ccccc1)NC(=S)CN1CCCC1=S (stereo not given)
  ? | -94% | i | ? | ? | -1% | 0% | 15% | -14%
COc1cc(NC(=O)c2cccc(COCC(F)(F)C(F)F)c2)cc(OC)c1OC
  -49% | -16% | i | 26% | -29% | -22% | -2% | . | -3%
CCOc1ccc(=O)n(-c2ccccc2)n1
  39% | -1% | i | 16% | -5% | i | -1% | -6% | 1%
O=C(N/N=C/c1cc2ccccc2nc1Cl)[C@H]1C[C@@H]1c1ccccc1
  0% | -4% | i | -2% | 17% | -2% | 1% | 7% | -17%
CN(CC(=O)N1CCCCC1)S(=O)(=O)c1cccc2cccnc12
  12% | 10% | i | 2% | 17% | -20% | 0% | -26% | 3%
Cc1ccc(-c2csc(NC(=O)c3ccc(S(=O)(=O)N4CCc5ccccc54)cc3)n2)cc1
  ? | 2% | i | 4% | 22% | -46%[inhibitor] | -6% | 17% | 3%
CCOc1ccc(NS(=O)(=O)c2ccc3c4c(cccc24)C(=O)N3)cc1
  15% | 7% | . | -20% | 19% | -21% | . | 16% | .
Cc1onc(-c2c(Cl)cccc2Cl)c1C(=O)N=C(N)N1CCOCC1
  -25% | 0% | i | -12% | -8% | -14% | 0% | 19% | 4%
Cc1cc(C(=O)COC(=O)c2ccc(NC(=O)CC#N)cc2)c(C)n1C1CC1
  ? | -9% | i | 1% | -3% | 0% | -6% | 44% | 0%
